# Compound activity (PubChem)
# SENP8 block-1 = blocks human SENP8 cleavage of Nedd8 substrate; Q96LD8; recombinant SENP8, Nedd8 substrate fluorescence; inhibition, % at 20 µM; actives 0.64% (n = 360,000); AID 602440; in the data active = inhibition mostly above about 40%, no sharp cut-off; inactive = mostly below about 27%
# SENP1 inh = SENP1 (human) catalytic domain inhibition; actives 0.21% (n = 360,000); Q9P0U3; inhibition, % at 10 µM; recombinant SENP1 catalytic domain, CyPet-SUMO1-YPet FRET cleavage;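 active = inhibition at least 30% at 10 µM, raw YFP signal under a set limit, fluorescence ratio 0.5 to 1.5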;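 also: 0% = enzyme with DMSO and 100% = no enzyme wells; some results filed as inactive read as strong as hits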
# Target sequence (Q9P0U3 419-644 limits assumed): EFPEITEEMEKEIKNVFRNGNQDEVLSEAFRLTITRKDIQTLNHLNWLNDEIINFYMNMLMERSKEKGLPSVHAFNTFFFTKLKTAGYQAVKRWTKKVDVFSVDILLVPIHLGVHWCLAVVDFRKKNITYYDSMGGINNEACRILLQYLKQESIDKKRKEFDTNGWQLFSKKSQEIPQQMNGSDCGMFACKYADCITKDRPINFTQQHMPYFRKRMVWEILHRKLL
#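 System: Recombinant human SENP1 catalytic domain, His6-tagged | Incubation: Enzyme reaction for 50 min at room temperature, dark | Medium: Tris pH 8 with BME, BSA, NP40 and catalase | Also added: 25 nM SUMO1 FRET substrate | Compound: 10 µM single point, 0.5% DMSO | Measured by: FRET fluorescence in CFP and YFP emission channels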
# SENP6 block = inhibitors of human SENP6 protease. inhibition, % at 10 µM. Recombinant SENP6 catalytic domain, aminoluciferin luminescence. actives 1.8% (n = 330,000). AID 2599;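 active = inhibition above about 50% at the single tested dose, limit read from the data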;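 also: plate controls were DMSO wells with enzyme for no effect and DMSO wells lacking enzyme for full effect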
# Target sequence (Q9GZR1 628-1112 limits assumed): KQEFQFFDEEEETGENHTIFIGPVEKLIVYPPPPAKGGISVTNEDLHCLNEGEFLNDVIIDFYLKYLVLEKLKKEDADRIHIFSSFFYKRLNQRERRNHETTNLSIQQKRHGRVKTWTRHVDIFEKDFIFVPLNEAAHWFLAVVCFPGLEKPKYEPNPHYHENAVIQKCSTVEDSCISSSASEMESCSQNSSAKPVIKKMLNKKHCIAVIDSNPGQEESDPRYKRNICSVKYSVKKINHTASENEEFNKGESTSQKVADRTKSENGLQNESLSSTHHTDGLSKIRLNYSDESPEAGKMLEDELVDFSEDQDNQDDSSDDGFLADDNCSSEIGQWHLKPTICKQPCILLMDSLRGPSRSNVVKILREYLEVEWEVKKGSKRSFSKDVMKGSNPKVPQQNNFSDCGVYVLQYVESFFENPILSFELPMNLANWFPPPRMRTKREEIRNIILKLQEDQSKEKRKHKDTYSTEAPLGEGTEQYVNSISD
# UBC13 polyUb = inhibitors of human UBC13 polyubiquitin chain formation | P61088 | inhibition, % at 20 µM | TR-FRET | actives 0.47% (n = 330,000); in the data active = inhibition above about 45%, passing the limit was not always enough
# SENP8 block-2 = SENP8 protease inhibition | Q96LD8 | AID 2540 | inhibition, % at 10 µM | actives 1.2% (n = 330,000) | purified SENP8, Z-RLRGG-aminoluciferin cleavage, luminescence; in the data active = inhibition above about 50%
# A3G deaminase = inhibitors of human APOBEC3G DNA deaminase; actives 0.28% (n = 330,000); recombinant A3G, ssDNA deamination FAM/TAMRA fluorescence; Q9HC16; inhibition, % at 20 µM; AID 493012;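 active = inhibition of at least 40% at 20 µM, with no more than 30% in the related APOBEC3A deaminase screen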;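 also: plate controls were DMSO wells with A3G for no effect and wells lacking A3G enzyme for full effect; some compounds called inactive have numbers as strong as hits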
# Apaf-1 inh = inhibitors of human Apaf-1 apoptosome. O14727. reconstituted apoptosome caspase-3 activity, DEVD-Rh110 fluorescence. inhibition, % at 20 µM. actives 0.71% (n = 330,000). AID 489030; active = inhibition of at least 40% at 20 µM;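 also: plate controls were DMSO wells for no effect and DEVD-CHO caspase inhibitor wells for full effect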
#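 Material: biochemical Apaf-1 apoptosome reconstitution. Medium: Hepes buffer, pH 7.5. Also added: cytochrome c activation, bis-DEVD rhodamine 110 substrate. Timing: 30 min compound preincubation, 50 min activation, room temperature. Measured by: rhodamine 110 fluorescence at Ex 480/Em 540 nm.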
# SENP7 inh = blocks the human protease SENP7. Q9BQF6. recombinant SENP7, Z-RLRGG-aminoluciferin luminescence, 40 min. inhibition, % at 5 µM. actives 1.5% (n = 330,000). AID 434973;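 active = inhibition above about 50% at the single test dose, limit read from the data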;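 also: plate controls were DMSO with enzyme for no effect and no enzyme buffer wells for full effect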
# Target sequence (Q9BQF6 706-1050 limits assumed): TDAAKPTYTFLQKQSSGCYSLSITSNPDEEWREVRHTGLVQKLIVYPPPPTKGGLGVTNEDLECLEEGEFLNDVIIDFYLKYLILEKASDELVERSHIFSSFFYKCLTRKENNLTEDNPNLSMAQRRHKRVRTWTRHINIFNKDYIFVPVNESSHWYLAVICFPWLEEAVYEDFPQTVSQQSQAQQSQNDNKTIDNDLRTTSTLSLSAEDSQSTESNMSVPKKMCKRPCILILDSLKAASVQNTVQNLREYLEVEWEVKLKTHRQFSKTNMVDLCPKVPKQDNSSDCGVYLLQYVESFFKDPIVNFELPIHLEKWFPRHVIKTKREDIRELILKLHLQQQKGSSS
# * marks the source's active call; other numbers are inactive results; i = inactive; nt = no result given.
# Each structure is followed by: SENP1 inh	SENP6 block	SENP8 block-1	A3G deaminase	SENP7 inh	Apaf-1 inh	UBC13 polyUb	SENP8 block-2
- O=C(c1ccc(N2CCOCC2)c([N+](=O)[O-])c1)N1CCN(c2ccccc2F)CC1
→ -4	7	26	-6	-2	0	-8	-4
- O=C(O)CSc1nc2ccc(C(=O)c3ccccc3)cc2[nH]1
→ 1	-27	7	1	-1	1	10	-3
- CC(OC(=O)c1cccs1)C(=O)Nc1nc(-c2ccccc2)cs1 (configuration not stated)
→ -2	-7	12	-3	-6	-4	7	-4
- CC(C)CCn1c(SCC#N)nc2c(sc3ccccc32)c1=O
→ 2	8	23	-2	3	0	-1	2
- CC(NC(=O)c1ccc([N+](=O)[O-])o1)C1CC2CCC1C2 (configuration not stated)
→ 2	25	34	1	6	2	-15	8
- CCN(C(=O)COC(=O)c1ccc2c(=O)n3c(nc2c1)CCC3)C1CCS(=O)(=O)C1 (configuration not stated)
→ -4	18	-42	-3	10	-13	-3	-3
- C=CCN(C(=O)CCC(=O)Nc1cc(C)on1)C(C(=O)NC(C)(C)CC)c1cccc(OC)c1OC (configuration not stated)
→ 0	-14	12	-6	-3	3	-4	-9
- CCN(CC)c1ccc2cc(C(=O)Nc3ccccn3)c(=O)oc2c1
→ -19	2	i	-4	44	1	-4	-12
- CCOc1ccccc1NC(=O)CSc1cn[nH]n1
→ 1	0	6	-12	-3	2	3	3
- O=C(NN=Cc1ccc(F)cc1)c1ccccc1NS(=O)(=O)c1cccs1
→ -2	4	-334	-6	3	0	2	-1
- Cc1ccc2nc3c(cc(C(=O)NCc4ccco4)c(=N)n3C3CCCC3)c(=O)n2c1
→ -24	-13	-318	-7	2	4	8	-2
- CC(c1ccccc1)C1C(C#N)=C(N)OC2=C1C(=O)CCC2 (configuration not stated)
→ -2	-9	3	-8	-3	-6	5	15
- Cc1cc(SCC(=O)N2CCCC2)nc2ccccc12
→ 3	-8	22	3	6	-1	25	3
- N#CCCNc1c(Cl)cc(Cl)cc1C(=O)O
→ -1	15	-12	-4	8	1	5	1
- CCCOc1ccc(/C(O)=C2/C(=O)C(=O)N(CCCn3ccnc3)C2c2ccc(C)o2)cc1 (configuration not stated)
→ -5	-8	5	-5	3	-19	-22	-3
- C=CC[C@@H](CC(=O)OC(C)(C)C)C(=O)OC[C@@H]1CCCN1C(=O)[C@@H](CC=C)CC(=O)N(CCO)Cc1ccccc1
→ 2	-5	6	0	4	19	5	7
- CN(C(=O)c1cccc(C(=O)N(C)c2ccccc2)c1)c1ccccc1
→ 3	-23	-1	-7	3	1	10	1
- CCC(C)[C@H](NC(=O)Nc1cccc(Cl)c1)C(=O)O (some centres not stated)
→ 2	-25	48*	-10	0	-8	0	-6
- CCOc1ccccc1NC(=O)CSc1nnc(Cc2ccc(OC)cc2)c(=O)n1N
→ 2	-6	0	-2	-3	10	1	6
- CCOCC(=O)Nc1ccccc1C(=O)N1CCOCC1
→ -2	-14	13	-2	-14	-5	-23	-8
- Cn1c(=O)c2c(nc(N3CCNCC3)n2Cc2ccccc2Cl)n(C)c1=O
→ 2	-4	-10	-5	8	2	7	-2
- O=C(OC1CCOC1=O)c1ccc(N2CCCC2)c([N+](=O)[O-])c1 (configuration not stated)
→ 2	-2	10	-4	3	-6	-21	9
- CN(C)CCOC(=O)c1ccc(COc2ccccc2Br)o1
→ 0	1	3	-5	6	-2	10	5
- O=C(O)C1CCCCN1C(=O)c1ccc(S(=O)(=O)N2CCCCCC2)cc1 (configuration not stated)
→ 2	4	16	-11	-8	9	0	-6
- Cc1nc2ccccc2c(=O)n1/N=C/c1c(O)ccc2ccccc12
→ -22	5	0	-3	2	12	0	-2
- COc1ccc(C2C(C(C)=O)=C(O)C(=O)N2c2cccnc2)cc1OC (configuration not stated)
→ -3	3	24	-5	11	3	-2	2
- O=C(O)c1cccc(C(=O)c2cccc(C(=O)O)c2)c1
→ 2	0	8	-3	6	1	1	16
- CCOc1ccc(OCCC(=O)OCC(=O)NCc2ccc(Cl)cc2)cc1
→ 0	-10	32	1	-3	6	1	1
- O=C(NCCc1ccccc1)C1CCC(=O)N(Cc2ccc(Cl)cc2)C1 (configuration not stated)
→ 1	-2	-8	-4	-7	8	3	10
- CCOC(=O)CSc1cc(CS(=O)(=O)c2ccccc2)nc(-c2ccccc2)n1
→ 3	-4	24	4	-3	13	-4	-5

# Brought forward from above: two compounds, followed by the next part.
# Each structure is followed by: SENP1 inh	SENP6 block	SENP8 block-1	A3G deaminase	SENP7 inh	Apaf-1 inh	UBC13 polyUb	SENP8 block-2
- O=C(NCCc1ccccc1)C1CCC(=O)N(Cc2ccc(Cl)cc2)C1 (configuration not stated)
→ 1	-2	-8	-4	-7	8	3	10
- CCOC(=O)CSc1cc(CS(=O)(=O)c2ccccc2)nc(-c2ccccc2)n1
→ 3	-4	24	4	-3	13	-4	-5
- Cc1ccc(SCC(=O)N2CCCC2)cc1
→ 0	16	17	-4	6	2	8	-6
- Cc1ccc(N(CC(=O)NC(C)C)C(=O)CCC(=O)Nc2ccccn2)cc1
→ 3	4	10	-3	-7	-1	2	-6
- O=C(N/N=C\c1cn[nH]c1-c1ccccc1)c1ccc([N+](=O)[O-])cc1
→ 3	2	24	1	2	13	2	3
- Cc1ccc(-c2ccc(=O)n(Cc3cc(C)ccc3C)n2)cc1
→ 1	12	-40	-4	-11	29	0	2
- CCOc1ccc(CCNC(=O)COC(=O)CCC(=O)c2cccs2)cc1OCC
→ 2	-13	13	-7	10	9	-2	-9
- COc1cccc(C(=O)NCCS(=O)(=O)N2CCc3ccccc3C2)c1
→ 0	-4	7	0	-3	2	-2	0
- N#Cc1c(C(F)(F)F)cc(-c2ccc(Cl)c(Cl)c2)nc1SCCN1CCOCC1
→ 38*	-2	-72	-3	9	1	-6	3
- Cc1ccc(/C=N/n2c(-c3cccnc3)n[nH]c2=S)s1
→ 2	0	21	55*	4	5	3	0
- Cc1cccc2c(=O)n3c(nc12)CCCCC3
→ 0	9	6	-5	4	-2	6	-3
- CC1=C(C(=O)N2CCOCC2)C(c2cccc3ccccc23)NC(=S)N1 (configuration not stated)
→ 1	9	11	-4	1	-8	-3	3
- Cc1cc(C)nc(SCCc2ccncc2)n1
→ 1	0	5	5	-3	4	-20	-10
- CC(=O)c1sc(NC(=O)COc2c(C)cc(Cl)cc2C)nc1C
→ nt	-2	nt	-3	6	8	-12	-3
- O=C(c1ccoc1)N1CCCC(Nc2ccc(F)c(F)c2)C1 (configuration not stated)
→ 0	4	5	-7	-5	-5	3	3
- O=C(OCC(=O)N1CCCCCC1)c1ccc[nH]c1=O
→ 1	7	-1	-7	12	-13	6	5
- N#CC(C(=O)Nc1ccccc1)=C1CCCCC1
→ 2	-4	17	-6	-3	-12	-1	-1
- COCCSc1nnc(NC(=O)Cc2ccccc2OC)s1
→ 1	-16	19	-8	6	3	3	-3
- CC1C/C(=C/c2cccn2C)C(=O)/C(=C/c2cccn2C)C1 (configuration not stated)
→ -20	-6	29	-52	-5	27	-106	-5
- NC(=O)CSc1nc(O)cc(=O)n1-c1ccccc1
→ 0	-2	7	-5	-12	5	-2	-13
- Cc1ccccc1NC(=O)c1cccc(N2C(=O)C3C4CC(C(Br)C4Br)C3C2=O)c1 (configuration not stated)
→ 1	12	-1	-6	-2	6	-13	-4
- CCOC(=O)C1=C(CSc2nncn2C)NC(=O)NC1c1cc(OCC)ccc1OCC (configuration not stated)
→ 5	-19	30	-6	-1	1	0	-5
- Cc1cccc(N(CC(=O)N2CCN(C)CC2)S(=O)(=O)c2ccccc2)c1
→ 1	17	8	-2	9	-2	5	27
- CCOC(=O)c1c(CS(=O)(=O)c2ccccc2)n(C)c2cc(Br)c(O)cc12
→ 1	-7	8	0	9	8	1	7
- CCCCc1nc2ccccc2c(C(=O)O)c1C
→ 0	-4	1	-8	-4	-4	-7	5
- O=C(Nc1ccc(-c2ccccc2)cc1)c1ccco1
→ 1	10	18	22	8	-4	-7	3
- CC1CCc2nc(NC(=O)Cc3cccs3)sc2C1 (configuration not stated)
→ 0	21	19	-6	9	4	10	-4
- O=C(NC(=S)N1CCN(c2c(Cl)cccc2[N+](=O)[O-])CC1)c1cccs1
→ -12	2	13	-3	-10	3	-14	-9
- O=C(c1nc2ccccn2c1CN1CCC(Cc2ccccc2)CC1)N1CCCC1
→ -4	11	-4	-3	2	9	6	4
- Cc1nn(C)c(C)c1CNC(=O)Nc1ccc(Cl)cc1
→ 0	-3	2	-3	-1	6	-17	-5
- CN(C(=O)COC(=O)c1ccc(Br)c(S(=O)(=O)N2CCOCC2)c1)C1CCCCC1
→ 1	-7	-3	-2	7	2	-11	-7
- Clc1ccc(-c2nnn(Cc3nc4ccccc4s3)n2)cc1
→ -2	-11	2	-5	-10	19	-6	-8
- COc1ccc(C2/C=C\CNCC(=O)N2Cc2ccc(F)cc2)cc1 (configuration not stated)
→ 2	-8	13	-5	3	1	8	-8
- O=C(c1cc([N+](=O)[O-])ccc1N1CCOCC1)N1CCN(S(=O)(=O)c2cc(Cl)ccc2Cl)CC1
→ 2	-9	10	3	-2	10	-11	-2
- CCOc1ccc(-c2ncncc2-c2ccccc2OC)c(O)c1
→ -1	22	3	0	10	16	3	3

# As a short view, part of the list above:
# Each structure is followed by: SENP1 inh	SENP6 block	SENP8 block-1	A3G deaminase	SENP7 inh	Apaf-1 inh	UBC13 polyUb	SENP8 block-2
- Cn1c(=O)c2c(nc(N3CCNCC3)n2Cc2ccccc2Cl)n(C)c1=O
→ 2	-4	-10	-5	8	2	7	-2
- O=C(OC1CCOC1=O)c1ccc(N2CCCC2)c([N+](=O)[O-])c1 (configuration not stated)
→ 2	-2	10	-4	3	-6	-21	9
- CN(C)CCOC(=O)c1ccc(COc2ccccc2Br)o1
→ 0	1	3	-5	6	-2	10	5
- O=C(O)C1CCCCN1C(=O)c1ccc(S(=O)(=O)N2CCCCCC2)cc1 (configuration not stated)
→ 2	4	16	-11	-8	9	0	-6
- Cc1nc2ccccc2c(=O)n1/N=C/c1c(O)ccc2ccccc12
→ -22	5	0	-3	2	12	0	-2
- COc1ccc(C2C(C(C)=O)=C(O)C(=O)N2c2cccnc2)cc1OC (configuration not stated)
→ -3	3	24	-5	11	3	-2	2
- O=C(O)c1cccc(C(=O)c2cccc(C(=O)O)c2)c1
→ 2	0	8	-3	6	1	1	16
- CCOc1ccc(OCCC(=O)OCC(=O)NCc2ccc(Cl)cc2)cc1
→ 0	-10	32	1	-3	6	1	1
- O=C(NCCc1ccccc1)C1CCC(=O)N(Cc2ccc(Cl)cc2)C1 (configuration not stated)
→ 1	-2	-8	-4	-7	8	3	10
- CCOC(=O)CSc1cc(CS(=O)(=O)c2ccccc2)nc(-c2ccccc2)n1
→ 3	-4	24	4	-3	13	-4	-5
- Cc1ccc(SCC(=O)N2CCCC2)cc1
→ 0	16	17	-4	6	2	8	-6
- Cc1ccc(N(CC(=O)NC(C)C)C(=O)CCC(=O)Nc2ccccn2)cc1
→ 3	4	10	-3	-7	-1	2	-6
- O=C(N/N=C\c1cn[nH]c1-c1ccccc1)c1ccc([N+](=O)[O-])cc1
→ 3	2	24	1	2	13	2	3
- Cc1ccc(-c2ccc(=O)n(Cc3cc(C)ccc3C)n2)cc1
→ 1	12	-40	-4	-11	29	0	2
- CCOc1ccc(CCNC(=O)COC(=O)CCC(=O)c2cccs2)cc1OCC
→ 2	-13	13	-7	10	9	-2	-9
